Compound activity from PubChem.
NadD block = inhibitors of S. aureus NadD, primary screen, biochemical, colorimetric, uHTS. 360,000 compounds, 0.78% hits. purified NadD enzyme, colorimetric absorbance read-out. Nicotinate-nucleotide adenylyltransferase NadD (Staphylococcus aureus N315). AID 602399, 2012. inhibition, % at 20 µM; in the data active = inhibition above about 26%; note: some compounds past the cut are filed as inactive
SUMO1-SIM PPI = modulators of SUMO1 protein-protein interactions, primary screen, biochemical, uHTS; Small ubiquitin-related modifier 1 (Homo sapiens), P63165; SUMO1 binding to a labelled peptide, TR-FRET, 1 h; inhibition, % at 20 µM; 360,000 compounds, 0.33% hits; in the data active = inhibition above about 37%
Target sequence (P63165 whole entry, looked up): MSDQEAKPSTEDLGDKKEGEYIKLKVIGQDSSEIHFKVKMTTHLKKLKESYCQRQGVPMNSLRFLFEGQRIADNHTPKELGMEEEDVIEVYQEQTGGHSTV
Tb MetRS inh = T. brucei MetRS inhibitors, primary screen, biochemical, luminescence. methionyl-tRNA synthetase (Trypanosoma brucei brucei). purified T. brucei MetRS, ATP depletion, Kinase-Glo luminescence. inhibition, % at 11.9 µM. 360,000 compounds, 0.4% hits. AID 624268, 2012;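 active = inhibition above a per-plate cutoff of the control wells' mean inhibition plus 3 SD, cut at about 5.5% in these data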;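 note: 0% = DMSO wells median and 100% = median of wells with control inhibitor compound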
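Dosing: 11.9 µM compound single dose, 0.9% DMSO; Assay system: purified T. brucei MetRS enzyme; Measured by: Kinase-Glo luciferase luminescence reporting remaining unconsumed ATP; Schedule: 15 min plus 2 h at 25 °C.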
Rpn11 inh = Rpn11 (PSMD14) deubiquitinase inhibitors, primary screen, biochemical, fluorescence polarization, uHTS. 26S proteasome non-ATPase regulatory subunit 14 (Homo sapiens), O00487. human 26S proteasome, Ub4-pepOG fluorescence polarization; 20S core pre-blocked with epoxomicin. calls only at 20 µM. 360,000 compounds, 0.59% hits;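 active = inhibition at 20 µM, scaled to each plate's controls, above about 33%, limit read from the data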
CSN deneddyl inh = inhibitors of CSN-mediated cullin deneddylation, primary screen, biochemical, fluorescence polarization, uHTS. COP9 signalosome complex subunit 5 (Homo sapiens), Q92905. Purified CSN, SCF-Nedd8-OG deneddylation. inhibition, % at 12.5 µM. 360,000 compounds, 0.38% hits. AID 651999, 2013;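 active = pattern-corrected inhibition above about 35%, with an unprinted fluorescence ratio check between 0.5 and 1.5, limit read from the data, passing the limit was not always enough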;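 note: 0% = enzyme with substrate and 100% = substrate without enzyme; some results filed as inactive read as strong as hits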
Target sequence (Q92905 whole entry, looked up, one chain of several): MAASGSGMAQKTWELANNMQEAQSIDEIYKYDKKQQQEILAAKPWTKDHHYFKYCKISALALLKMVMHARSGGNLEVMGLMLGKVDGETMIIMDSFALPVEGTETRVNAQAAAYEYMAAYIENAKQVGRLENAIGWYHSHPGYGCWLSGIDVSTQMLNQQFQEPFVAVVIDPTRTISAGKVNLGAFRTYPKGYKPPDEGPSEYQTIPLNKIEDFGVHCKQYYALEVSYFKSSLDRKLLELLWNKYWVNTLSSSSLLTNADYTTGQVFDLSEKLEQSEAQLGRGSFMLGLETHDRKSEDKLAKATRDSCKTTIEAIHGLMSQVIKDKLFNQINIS
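assay system = purified human Csn5 enzyme expressed in HEK293T cells | amount = 0.24 nM enzyme | buffer or medium = Tris/NaCl/DTT buffer, pH 7.5 | reagent = 10 nM SCFSkp2-Nedd8OG | compound = one concentration, 12.5 µM, 0.25% DMSO | times = 90 min reaction at room temperature | signal = FP | read-out basis = % inhibition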
LMPTP block = LMPTP phosphatase inhibitors, primary screen, biochemical, fluorescence intensity, uHTS; Low molecular weight phosphotyrosine protein phosphatase (Homo sapiens), P24666; recombinant LMPTP-A, OMFP fluorogenic substrate; inhibition, % at 20 µM; 360,000 compounds, 0.22% hits;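 active = compounds that cut the enzyme signal by at least half of the control window in the single-dose screen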;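 note: plate controls were DMSO wells with enzyme plus substrate for no effect and substrate without enzyme for full effect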
Target sequence (P24666 whole entry, looked up): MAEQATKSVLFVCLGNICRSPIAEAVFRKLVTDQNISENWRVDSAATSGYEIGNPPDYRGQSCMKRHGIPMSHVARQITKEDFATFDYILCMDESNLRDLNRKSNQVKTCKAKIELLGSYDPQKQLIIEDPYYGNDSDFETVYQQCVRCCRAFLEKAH
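test system = LMPTP-A | amount = 0.625 nM LMPTP-A final | reagent = fluorogenic phosphatase substrate OMFP at 400 µM final | incubation = 50 min at room temperature | benchmarks = no-enzyme low control, uninhibited high control | medium = Bis-Tris pH 6.0, DTT, detergent | signal = fluorescence intensity of OMFP turnover product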
MLLE-PAM2 inh = inhibitors of PABP1 MLLE–PAM2 peptide binding, primary screen, biochemical, fluorescence polarization, FITC-PAM2, GST-MLLE; Polyadenylate-binding protein 1 (Homo sapiens), P11940; inhibition, % at 20 µM; AID 588489, 2011; 360,000 compounds, 0.36% hits; in the data active = inhibition above about 35%, passing the limit was not always enough;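 note: plate controls were DMSO wells with GST-MLLE for no effect and wells lacking GST-MLLE protein for full effect; some results filed as inactive read as strong as hits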
DNMT1 inh = human DNMT1 methyltransferase inhibitors, primary screen, biochemical, molecular beacon, fluorescence, HinP1I cleavage, uHTS | 360,000 compounds, 0.83% hits | inhibition (reported as % activation of signal), % at 10 µM | AID 588458, 2011 | DNA (cytosine-5)-methyltransferase 1 (Homo sapiens), P26358; in the data active = inhibition above about 50%
Scp-1 inhibitor = Scp-1 phosphatase inhibitors, primary screen, biochemical, colorimetric, uHTS. inhibition, % at 20 µM. AID 493091, 2011. Carboxy-terminal domain RNA polymerase II polypeptide A small phosphatase 1 (Homo …. 340,000 compounds, 0.88% hits. Recombinant Scp1, phosphopeptide, malachite green phosphate absorbance;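 active = inhibition above about 50% at 20 µM, limit read from the data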;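 note: plate controls were DMSO wells with enzyme for no effect and wells lacking enzyme for full effect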
Target sequence (Q9GZU7 76-261 limits assumed): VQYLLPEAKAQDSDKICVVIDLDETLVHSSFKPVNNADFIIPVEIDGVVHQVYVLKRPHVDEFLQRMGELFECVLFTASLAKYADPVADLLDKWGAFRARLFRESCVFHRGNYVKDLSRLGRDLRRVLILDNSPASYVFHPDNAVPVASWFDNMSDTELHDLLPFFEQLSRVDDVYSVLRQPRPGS
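Material: truncated SCP-1 phosphatase (76-261aa) / Buffer or medium: 50 mM Tris acetate pH 5.5, 0.005% Tween-20, 10 mM MgCl2 / Compound dosing: one concentration, 20 µM, with 1.0% DMSO / Incubation: 45 min room-temperature reaction, 5 min colour, 30 min stabiliser / Detection: colorimetric free-phosphate detection, absorbance 630 nm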
STEP inh = STEP phosphatase inhibitors, primary screen, biochemical, fluorescence intensity, uHTS | Tyrosine-protein phosphatase non-receptor type 5 (Homo sapiens), P54829 | recombinant STEP, OMFP fluorogenic substrate | inhibition, % at 20 µM | 360,000 compounds, 0.25% hits | AID 588621, 2011;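 active = inhibition at 20 µM, scaled per plate between control wells, above about 37%, limit read from the data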;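 note: 0% = DMSO with enzyme and substrate and 100% = substrate only without enzyme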
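Material: STEP (striatal-enriched tyrosine phosphatase) enzyme, cell-free | Medium: 50 mM Bis-Tris pH 6.0 with 2.5 mM DTT and 0.005% Tween 20 | Read-out: Percent inhibition scaled to no-enzyme and uninhibited-enzyme controls, plate-pattern corrected | Signal: Fluorescence read at 480 nm ex / 540 nm em | Times: 20 min reaction, room temperature, in the dark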
The depositor's hits bear a star; i = inactive; . = not tested or not shown.

#1 O=C(/C=C\Nc1ccc(S(=O)(=O)Nc2ncccn2)cc1)c1cccc2ccccc12
#2 C=CCn1c(CNC(=O)c2cccs2)nnc1SCC(=O)c1ccc(Br)cc1
#3 O=C(Cn1nnc2c(cnn2-c2ccccc2)c1=O)NCc1cccs1
#4 Cc1ccc(NC(=O)c2cc(S(=O)(=O)NCCC3=CCCCC3)ccc2F)cc1F
#5 CCCn1c(CCNC(=O)c2cccs2)nc2ccccc21
#6 COc1cccc(C(=O)Nc2ccccc2N2CCN(C(=O)c3ccccc3)CC2)c1
compound no.	1	2	3	4	5	6
NadD block	10.5	2.7	-2.3	-4.6	2.1	1.8
SUMO1-SIM PPI	-6.2	-1.4	1.0	-1.2	-2.2	5.7
Tb MetRS inh	-1.1	0.8	-0.3	-1.1	-0.2	-0.3
Rpn11 inh	i	i	i	i	i	i
CSN deneddyl inh	1.3	2.0	2.5	-5.3	1.6	-0.9
LMPTP block	9.3	-0.7	-1.3	4.6	0.8	0.3
MLLE-PAM2 inh	8.3	-9.5	-3.7	-5.9	8.5	-3.3
DNMT1 inh	-0.5	-3.5	4.9	-15.8	1.2	-0.1
Scp-1 inhibitor	-2.7	-4.7	-4.8	-4.6	-11.9	-6.5
STEP inh	2.2	1.1	2.8	-3.0	0.1	1.1

#7 Cc1occc1-c1nnc(SCC(=O)Nc2nc(-c3ccccc3)cs2)o1
#8 Cc1cc(C(=O)CSc2ncccn2)c(C)n1Cc1ccco1
#9 COc1cc(C(=O)Nn2c(C)nc3ccccc3c2=O)cc(OC)c1OC
#10 O=C(CS(=O)CC(=O)N(c1cccc(F)c1)C(C(=O)NC1CCCCC1)c1ccco1)Nc1ccc(F)cc1 (stereo not drawn)
#11 CCC(C)(C)n1nnnc1C(C(C)C)N(Cc1ccco1)Cc1cc2cc3c(cc2[nH]c1=O)OCO3 (stereo not drawn)
#12 O=C(COn1nnc2ccc(Cl)cc21)NC1CCS(=O)(=O)C1 (stereo not drawn)
compound no.	7	8	9	10	11	12
NadD block	-8.1	-11.1	3.0	0.1	9.1	-5.0
SUMO1-SIM PPI	0.9	1.0	-4.0	-0.4	-11.9	1.7
Tb MetRS inh	-0.4	-0.6	-1.6	-0.7	0.8	-0.6
Rpn11 inh	i	i	i	i	i	i
CSN deneddyl inh	0.4	10.5	3.0	-20.3	-16.5	-2.1
LMPTP block	1.1	1.7	0.6	2.0	0.4	-0.9
MLLE-PAM2 inh	-2.4	17.3	-4.0	8.7	35.6	-2.2
DNMT1 inh	11.4	-0.7	-0.1	-2.0	-4.4	5.0
Scp-1 inhibitor	-10.7	-2.5	-5.9	-2.7	-2.0	7.2
STEP inh	-0.2	0.2	-2.7	-2.2	-0.7	-0.4

#13 COc1ncnc2c1oc1nc(CC(C)C)c3c(c12)CCCC3
#14 CCCc1[nH]nc2c1C(c1ccc(O)c(OC)c1)C(C#N)=C(N)O2 (stereo not drawn)
#15 O=C(NCc1ccccn1)c1cccc(NS(=O)(=O)c2cccc(F)c2)c1
#16 O=C1OC(Nc2ccc(F)c([N+](=O)[O-])c2)c2ccccc21 (stereo not drawn)
#17 CCOc1cc(CN2CCN(CCc3ccccc3)C(CCO)C2)ccc1OC (stereo not drawn)
#18 Cc1cccc(C2=N/C(=C\c3cccnc3)C(=O)O2)c1
compound no.	13	14	15	16	17	18
NadD block	-5.0	-1.8	-5.0	-1.7	-4.0	1.3
SUMO1-SIM PPI	3.9	-4.5	3.0	-16.7	2.3	-2.6
Tb MetRS inh	0.0	-0.7	-0.3	-0.6	-0.7	-0.4
Rpn11 inh	i	i	i	i	i	i
CSN deneddyl inh	3.9	7.2	7.3	-1.5	-0.2	0.9
LMPTP block	2.3	0.3	-1.1	-1.4	0.9	-1.2
MLLE-PAM2 inh	6.7	5.0	-1.7	1.5	-4.4	-11.1
DNMT1 inh	-3.0	-9.6	4.2	-4.2	2.4	-3.8
Scp-1 inhibitor	-4.3	0.2	-2.5	-10.8	-0.8	-2.2
STEP inh	1.3	-0.1	-0.8	1.2	-0.8	5.8

#19 CCOc1ccc(S(=O)(=O)NCCC(=O)N2CC(C)CC(C)C2)cc1 (stereo not drawn)
#20 CCOC(=O)c1ccc(COc2nc3ccccc3nc2-c2ccccc2NC(C)=O)o1
#21 COCCNC(=O)C(c1ccccc1C)N(CCOC)C(=O)Cn1nnc2ccccc21 (stereo not drawn)
#22 CCOC(=O)C1CCCN(C(=O)Cc2ccc(OC)c(OC)c2)CC1 (stereo not drawn)
#23 O=C(CSc1n[nH]c(-c2ccncc2)n1)Nc1ccccc1C(F)(F)F
#24 COc1ccc(S(=O)(=O)Nc2cc(C(=O)NCCCOC(C)C)ccc2N2CCOCC2)cc1
compound no.	19	20	21	22	23	24
NadD block	-3.6	-4.9	5.1	1.8	3.0	-1.4
SUMO1-SIM PPI	3.5	-10.8	2.1	-0.5	1.4	2.3
Tb MetRS inh	-0.6	-0.3	1.0	-0.1	-0.7	-0.8
Rpn11 inh	i	i	i	i	i	i
CSN deneddyl inh	-4.7	1.5	1.8	-2.6	-2.3	2.6
LMPTP block	0.8	-0.7	-0.8	2.1	-0.9	1.2
MLLE-PAM2 inh	9.8	5.7	4.1	10.6	20.2	8.4
DNMT1 inh	-0.2	-2.4	4.0	3.9	-1.2	-4.7
Scp-1 inhibitor	-0.7	17.2	6.3	.	-0.8	-5.7
STEP inh	2.3	-0.3	-0.1	-2.1	-0.1	-2.5

In a second layout: entries from further up
no.	Compound	NadD block	SUMO1-SIM PPI	Tb MetRS inh	Rpn11 inh	CSN deneddyl inh	LMPTP block	MLLE-PAM2 inh	DNMT1 inh	Scp-1 inhibitor	STEP inh
19	CCOc1ccc(S(=O)(=O)NCCC(=O)N2CC(C)CC(C)C2)cc1 (stereo not drawn)	-3.6	3.5	-0.6	i	-4.7	0.8	9.8	-0.2	-0.7	2.3
24	COc1ccc(S(=O)(=O)Nc2cc(C(=O)NCCCOC(C)C)ccc2N2CCOCC2)cc1	-1.4	2.3	-0.8	i	2.6	1.2	8.4	-4.7	-5.7	-2.5
22	CCOC(=O)C1CCCN(C(=O)Cc2ccc(OC)c(OC)c2)CC1 (stereo not drawn)	1.8	-0.5	-0.1	i	-2.6	2.1	10.6	3.9	.	-2.1
23	O=C(CSc1n[nH]c(-c2ccncc2)n1)Nc1ccccc1C(F)(F)F	3.0	1.4	-0.7	i	-2.3	-0.9	20.2	-1.2	-0.8	-0.1

Further entries follow.
#25 COc1cccc(NC(=O)CSc2nc3ccccc3nc2N2CCCC2)c1
#26 CCOc1cc(NC(=S)NCCCN2CCOCC2)c(OCC)cc1NC(=O)C(C)C
#27 Cc1cccc(C)c1OCCNC(=O)C(=O)NCc1ccco1
#28 Cc1ccc(CNC(=O)CCC2CCCN(Cc3cccc4ncccc34)C2)o1 (stereo not drawn)
#29 CCN1C(=O)c2ccccc2S(=O)c2ccc(C(=O)NCCCN3CCCC3=O)cc21 (stereo not drawn)
#30 CSc1nc(C)nc(N/C=C(\C#N)S(=O)(=O)c2ccccc2Cl)n1
compound no.	25	26	27	28	29	30
NadD block	-0.4	-0.1	0.1	-2.8	-1.2	1.7
SUMO1-SIM PPI	-6.5	2.4	1.2	-0.1	0.2	-3.1
Tb MetRS inh	-0.6	0.1	-1.5	0.3	1.8	-0.7
Rpn11 inh	i	i	i	i	i	i
CSN deneddyl inh	-7.7	-12.9	1.4	-15.3	-4.1	3.5
LMPTP block	2.8	-5.5	1.2	4.2	-2.1	-1.1
MLLE-PAM2 inh	26.4	6.5	1.7	10.4	14.1	10.6
DNMT1 inh	-12.2	-1.7	2.0	0.4	-0.2	-0.8
Scp-1 inhibitor	-1.2	-5.3	10.9	-0.9	14.7	2.7
STEP inh	5.9	3.4	-7.7	-2.0	1.8	-2.7

#31 Cc1ccc(-n2nnnc2SCC(=O)Nc2sccc2C#N)cc1
#32 CCOC(=O)C1=C[C@@H](C2CCCC2)N(S(=O)(=O)c2ccc([N+](=O)[O-])cc2)[C@H]1c1ccccc1
#33 Cc1cccc(NC(=O)Nc2nnc(N3CCCCC3C)s2)c1C (stereo not drawn)
#34 O=C(C[n+]1ccccc1)Nc1c(Cl)cc(Cl)cc1Cl
#35 Cc1ccc(-c2nn(-c3cccc(F)c3)cc2CN(Cc2nccn2C)C(C)C)o1
#36 CC1(C)CC(=O)C=C(NC2CCCC(O)C2)C1 (stereo not drawn)
#37 Cc1cc(C)c2c(n1)sc1c(-c3ccccc3)c(C#N)c(N)nc12
#38 CCCCOc1ccc(/C(O)=C2/C(=O)C(=O)N(Cc3cccnc3)C2c2ccncc2)c(C)c1 (stereo not drawn)
compound no.	31	32	33	34	35	36	37	38
NadD block	0.9	-0.2	1.0	-0.5	0.0	0.5	12.3	5.7
SUMO1-SIM PPI	8.8	-3.2	-0.6	0.6	4.2	-1.1	-3.3	1.7
Tb MetRS inh	-1.4	-0.2	-0.5	-0.5	-0.4	-0.4	0.0	-0.7
Rpn11 inh	i	i	i	i	i	i	i	i
CSN deneddyl inh	1.4	-10.0	3.1	1.1	-3.7	-5.2	-5.6	-4.8
LMPTP block	1.6	2.0	-0.4	-2.2	0.4	-1.4	0.2	-2.6
MLLE-PAM2 inh	-4.2	-6.9	1.3	-4.3	-9.8	-6.8	-3.0	-1.6
DNMT1 inh	-5.0	-0.8	4.0	-3.0	-4.5	3.8	33.3	2.9
Scp-1 inhibitor	1.4	.	-9.8	-4.5	-9.9	-2.7	-2.7	-5.1
STEP inh	-0.3	1.2	0.2	0.3	3.0	0.5	-1.6	0.3
